Screens: PubChem BioAssay, National Center for Advancing Translational Sciences (NCATS)
HT1080 IDH1KD tx – kills HT-1080 cells with IDH1 knockdown. HT-1080 IDH1 knockdown viability, ATP luminescence, 48 h. Potency, µM (doses to about 46.1 µM), for the others: top-dose activity, negative = toxicity, most hits filed as cytotoxic. 360,000 compounds, 2% hits. AID 686971;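 note: 0% = DMSO wells and -100% = cell-free medium wells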
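CellTiter-Glo luminescence after 48 h compound exposure at 37 degrees C of IDH1-knockdown HT-1080 cells in 5% FBS RPMI. %Activity scaled between DMSO wells and cell-free media wells, with curves fitted and assigned curve classes.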
KB-V1 MDR tox – kills drug-selected multidrug resistant KB-V1 cells | KB-V1 MDR cells viability, CellTiter-Glo, 72 h | Potency, µM (titrated, usually from 46.1 µM), without a hit: at the top dose activity change, negative = cytotoxicity, actives largely listed as cytotoxic | 400,000 compounds, 3.4% hits; note: % is set by controls: 0 for no effect and ±100 for the full control effect; nearly all actives have a fitted effect of over 60% in size
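KB-V1, DMEM (no phenol red) + 10% FBS; cpd pin-transferred, titration series; 72 h, 37 degrees C; CellTiter-Glo, luminescence. Data normalized, curve-fit.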
GLP1R inv ag – acts as inverse agonist at human GLP-1 receptor; P43220; HEK293 GLP-1R CRE-luciferase, luminescence, 24 h; GLP-1R form is constitutively active; Potency, µM (titrated, usually from 38.3 µM), for the others: at the highest dose activity change, negative = inhibition, hits mostly inhibitors; 410,000 compounds, 1.6% hits; note: % is set by controls: 0 for no effect and ±100 for the full control effect; nearly all actives have a fitted effect of over 55% in size
Target sequence (P43220 whole entry, looked up): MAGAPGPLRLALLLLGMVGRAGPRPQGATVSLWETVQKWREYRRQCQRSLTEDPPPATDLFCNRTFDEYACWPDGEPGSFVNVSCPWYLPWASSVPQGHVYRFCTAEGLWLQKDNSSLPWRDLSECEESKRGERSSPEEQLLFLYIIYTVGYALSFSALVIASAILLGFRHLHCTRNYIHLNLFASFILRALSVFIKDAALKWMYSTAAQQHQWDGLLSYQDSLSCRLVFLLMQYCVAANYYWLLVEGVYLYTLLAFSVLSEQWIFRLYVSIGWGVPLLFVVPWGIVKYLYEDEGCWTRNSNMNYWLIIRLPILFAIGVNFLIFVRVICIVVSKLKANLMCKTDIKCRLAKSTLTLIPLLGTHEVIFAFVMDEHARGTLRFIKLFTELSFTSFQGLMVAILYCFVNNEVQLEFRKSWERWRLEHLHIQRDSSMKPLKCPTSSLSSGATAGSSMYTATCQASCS
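HEK293 cells stably co-expressing a cAMP-responsive luciferase reporter and constitutively active GLP-1R were seeded, incubated 12 h, then exposed to compounds for 24 h at 37 C. Luminescence was read 12 min after detection reagent; inverse agonists lower signal.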
HEK293 tox – cytotoxic in the GLP-1 receptor inverse agonist counter-screen; Potency, µM (top dose mostly 38.3 µM), for inactives: at the highest dose activity change, negative = inhibition, most hits filed as inhibitors; 410,000 compounds, 0.13% hits; HEK293 cAMP-luciferase reporter cells, luminescence, 24 h; AID 624418;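 note: loss of luciferase light is scored as toxicity; % is set by controls: 0 for no effect and ±100 for the full control effect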
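Here, cytotoxicity is scored as loss of luminescence. The MLSMR collection was tested on cells seeded in medium containing 10% Nu serum, with a 24 hr compound exposure preceded by 12 hours of culture.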
GLP-1R agonist – GLP-1 receptor (human) agonism | AID 624172 | P43220 | HEK293 GLP-1R CRE-luciferase, luminescence, 4-6 h; cells express a hypersensitive GLP-1R form | 380,000 compounds, 0.007% hits | Potency, µM (series often up to 45.6 µM), inactives show at the top dose activation, usual class: activators; note: % of control where 0% means no effect
HT1080NT lethal – kills 2HG-producing HT-1080-NT fibrosarcoma cells; HT-1080-NT fibrosarcoma viability, CellTiter-Glo ATP luminescence, 48 h; Potency, µM (titrated, usually from 46.1 µM), without a hit: at the top dose activity, negative = less viability, usual class: cytotoxic; 360,000 compounds, 1.6% hits; AID 686970;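 note: NT is the 2HG producing partner of a matched IDH1 knockdown line; 0% = DMSO-treated cells and -100% = media-only wells without cells; nearly all actives have a fitted effect of over 55% in size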
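Fibrosarcoma NT cells, 750 per well in 5% FBS RPMI, were exposed to compound for 48 hours. Viability: CellTiter-Glo luminescence.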
TDP43 rescue – rescues yeast growth from TDP-43 toxicity; TDP-43 expressing yeast growth rescue, BacTiter-Glo, 24 h; Potency, µM (doses to about 46.1 µM), inactives show at the highest dose growth rescue (activation), hits mostly activators; 410,000 compounds, 1.8% hits; note: % of control where 0% means no effect; nearly all actives have a fitted effect of over 50% in size
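Luminescence from BacTiter-Glo reports growth of TDP-43-expressing yeast after 24 hr at 30 deg C with compound. Cells were raffinose-pregrown to mid-log, then seeded in galactose medium at OD600=0.02.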
SW480 rerep – DNA re-replication induction in SW480 cells. SW480 DNA re-replication, Hoechst DNA content imaging, 48 h. Potency, µM (titrated, usually from 46.1 µM), for inactives: at the top dose re-replication activation, hits mostly activators. 340,000 compounds, 1.8% hits; note: % of control where 0% means no effect; nearly all actives have a fitted effect of over 55% in size
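Hoechst fluorescence of nuclei (405 nm excitation, 500-530 nm emission) measured by plate-scanning imager after 48 hr compound exposure at 37 C; re-replication scored as increased number of nuclei with elevated intensity.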
KB-3-1 tox – KB-3-1 parental cell cytotoxicity; KB-3-1 viability, CellTiter-Glo ATP luminescence, 72 h; Potency, µM (doses to about 46.1 µM), without a hit: at the highest dose activity change, negative = cytotoxic, most hits filed as cytotoxic; 400,000 compounds, 1.4% hits; AID 1347075; note: % is set by controls: 0 for no effect and ±100 for the full control effect; nearly all actives have a fitted effect of over 60% in size
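72 h, 37 °C compound treatment of KB-3-1 parental cells; CellTiter-Glo added, 10 min, luminescence read. Data corrected against DMSO-only plates and normalized before curve fitting.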
* = called active by the depositor; ? = inconclusive; · = no result given; & = joins results of further samples; [ ] = dose if it differs, or a comment. Calls come from the whole dose curve; as a rule, active = well fitted curve in the direction sought with a large enough effect; inconclusive = small, poorly fitted or top-dose-only effect, or another doubt; inactive = no such curve, though single readings can be large; an effect the other way counts as inactive or inconclusive. Potency is the fitted concentration of half-maximal effect.

Screens in order – HT1080NT lethal	TDP43 rescue	HT1080 IDH1KD tx	GLP1R inv ag	KB-3-1 tox	HEK293 tox	GLP-1R agonist	KB-V1 MDR tox	SW480 rerep
> O=[N+]([O-])c1ccc(NCc2ccccc2)c2nonc12
 : -9.7%	-4.5%	-8.7%	11.8%	11.7%	-3.8%	-2.1%	-17.7%	5.4%
> COc1cccc(-c2nc(CS(=O)CC(=O)N3CCC4(CC3)OCCO4)c(C)o2)c1 (stereo unspecified)
 : 1.6%	15.4%	-0.2%	0.0%	14.9%	1.2%	0.4%	3.9%	2.8%
> O=c1[nH]c2ccccc2n1C1CCN(C(c2ccccc2)c2nnnn2-c2ccc3c(c2)OCCO3)CC1 (stereo unspecified)
 : ?	13.9%	?	?	?	?	-4.2%	16.4µM*	·
> CCCC(=O)Nc1ccc(N2CCN(CC)CC2)c(Cl)c1
 : 2.1%	9.7%	3.4%	?	0.3%	-10.9%	0.3%	?	4.8%
> CCC1(c2ccccc2)C(=O)NC(=S)NC1=O
 : 9.3%	10.9%	7.1%	8.5%	5.2%	-4.4%	-2.7%	-6.9%	0.8%
> BrCC(Br)(Br)Br
 : -2.4%	16.8%	11.2%	7.6%	0.0%	0.9%	-0.8%	14.8%	4.8%
> Cc1c(C(=O)OC/C(O)=C(\C#N)c2nc3ccccc3[nH]2)oc2ccccc12
 : ?	-11.7%	?	?	7.4%	?	3.0%	2.2%	?
> COCCN1C(=O)/C(=C/c2c(OC)cc(OC)cc2OC)C(=O)N(c2ccccc2)C1=O
 : 4.8%	12.9%	3.0%	10.7%	?	-1.4%	-4.7%	3.7%	29.1%
> O=C1NC(=O)N(CCc2ccc(F)cc2)C(=O)/C1=C\C=C\c1ccccc1
 : 13.9%	-9.5%	18.6%	11.1%	16.4µM*	8.7%	0.4%	14.6µM*	14.2%
> O=C(Nc1ccc(F)cc1)[C@@H](c1ccccc1)N1Cc2ccccc2C1=O
 : ·	12.0%	·	?	7.7%	-17.6%	1.2%	-7.5%	·
> COc1cccc(CN2CCCCC2c2cccnc2)c1 (stereo unspecified)
 : 0.0%	-18.3%	-13.6%	?	3.4%	5.8%	0.9%	-18.7%	1.3%
> CCS(=O)(=O)Nc1cccc(C(=C2CCCCC2)c2cnc[nH]2)c1
 : 0.2%	0.0%	-2.0%	-6.3%	0.0%	0.8%	-2.0%	-2.1%	-2.9%
> O=P(/C=C1\OCc2ccccc21)(Oc1ccccc1)Oc1ccccc1
 : -3.1%	5.8%	-1.0%	-24.6%	-12.8%	-3.1%	·	?	·
> CC(C)c1nnc(NC(=O)c2nc(S(=O)(=O)Cc3ccccc3)ncc2Cl)s1
 : 7.31µM*	8.91µM*	6.51µM*	?	?	?	-5.0%	?	?
> COc1ccc(-c2cc(=NCCC(=O)O)c3cc(C)ccc3o2)cc1
 : 14.9%	11.0%[9.22 µM]	-8.4%	53.2%[activator]	3.4%	6.1%	7.6%	-9.2%	-9.2%
> O=[N+]([O-])c1ccc(NCc2ccc(Cl)cc2)c2ccncc12
 : 2.4%	1.3%	0.0%	-9.3%	-16.5%	-12.3%	9.7%	?	-2.3%
> c1coc(CN2Cc3ccccc3-n3nncc3C2)c1
 : 3.3%	4.4%	-1.0%	19.0%	0.0%	2.3%	-5.0%	-11.5%	·
> CCn1ccnc1CN1CCCC(C(=O)c2cc(F)ccc2OC)C1 (stereo unspecified)
 : 1.8%	-6.4%	0.0%	-31.3%	-16.8%	2.7%	8.2%	-23.9%	-9.9%
> Cc1ccc(-c2cc(-c3ccc(C)cc3)[n+](C)o2)cc1
 : -18.0%	16.9%	?	?	2.91µM*	-38.2%	-19.6%	-12.8%	-696.9%[inhibitor]
> CCOC(=O)c1c(C)n(Cc2ccco2)c2ccc(O)cc12
 : -2.4%	-1.8%	-14.5%	14.2%	-3.7%	6.7%	7.6%	?	9.1%
> Cn1c(=O)n(C)c2cc(CNCCc3ccc(F)cc3)ccc21
 : ·	27.8%[9.22 µM]	·	?	-6.5%	13.5%	·	-2.0%	·
> CCOC(=O)c1c(-n2c(C)cc(/C=C3\C(=O)NC(=O)N(C)C3=O)c2C)sc2c1CCCC2
 : 14.1%	-9.2%	3.0%	-0.6%	-23.3%	13.2%	8.0%	23.1µM*	?
> C=C1C(=O)[C@@]23C[C@H]4[C@@H]5[C@@]6(C)CCC[C@@]57[C@@H]2[C@@H](O)[C@@H]1C[C@H]3[C@H]7N4C6
 : ?	14.9%	?	8.91µM*	?	?	-11.3%	-7.8%	?
> CCC(C)N1C(=O)NC(=O)C2(Cc3c(ccc4ccccc34)N(C)C2)C1=O (stereo unspecified)
 : -24.4%	23.1%	-5.8%	2.1%	-3.2%	-22.1%	-4.5%	0.0%	11.4%
> CC(C)=CCC12CN3CCN(CC(C3)C1=O)C2
 : 22.5%	-1.7%	21.0%	17.6%	-12.8%	-11.8%	-6.9%	4.9%	0.5%
> COc1ccc(C2SCC(=O)Nc3c2c(=O)[nH]n3C2CCCCCC2)cc1 (stereo unspecified)
 : -1.9%	-2.2%	-12.3%	4.5%	-18.3%	8.3%	0.7%	-26.1%	6.3%
> CC(C)C[C@H]1CNC(=S)N1C[C@H]1CCCN1C[C@H](Cc1ccc(O)cc1)N1C[C@H](Cc2ccc(O)cc2)N(CC2CCCCCC2)C1=S
 : 11.6µM*	?	13µM*	?	?	?	-4.8%	?	·
> CCC(C(=O)OCCOCCN(CC)CC)c1ccccc1 (stereo unspecified)
 : -7.0%	-2.0%	18.3%	?	-0.3%	0.9%	-8.4%&-2.3%	11.4%	-3.5%&8.6%
> CCCc1cc(C(=O)Nc2c(C)nn(Cc3ccc(Cl)c(Cl)c3)c2C)no1
 : ·	?	·	10µM*	?	?	·	?	·
> O=c1cc(-c2ccc(O)cc2)oc2c(C3O[C@H](CO)[C@@H](O)[C@H](O)[C@H]3O)c(O)cc(O)c12 (stereo partly specified)
 : -2.7%	-9.1%	16.8%	26.7%	0.0%	-10.4%	-4.2%	14.6%	?

Entries of single compounds, quoted from the list.
`CC(C)c1nnc(NC(=O)c2nc(S(=O)(=O)Cc3ccccc3)ncc2Cl)s1` is entered as HT1080NT lethal = 7.31µM*; TDP43 rescue = 8.91µM*; HT1080 IDH1KD tx = 6.51µM*; GLP1R inv ag = ?; KB-3-1 tox = ?; HEK293 tox = ?; GLP-1R agonist = -5.0%; KB-V1 MDR tox = ?; SW480 rerep = ?
`CCCc1cc(C(=O)Nc2c(C)nn(Cc3ccc(Cl)c(Cl)c3)c2C)no1` is entered as HT1080NT lethal = ·; TDP43 rescue = ?; HT1080 IDH1KD tx = ·; GLP1R inv ag = 10µM*; KB-3-1 tox = ?; HEK293 tox = ?; GLP-1R agonist = ·; KB-V1 MDR tox = ?; SW480 rerep = ·

Following part
Screens in order – HT1080NT lethal	TDP43 rescue	HT1080 IDH1KD tx	GLP1R inv ag	KB-3-1 tox	HEK293 tox	GLP-1R agonist	KB-V1 MDR tox	SW480 rerep
> O=C1NC(=S)NC(=O)C12C(c1ccc(F)cc1)NC(=S)NC2c1ccc(F)cc1 (stereo unspecified)
 : 9.2%	5.1%	10.5%	2.4%	2.8%	8.8%	-8.8%	13.6%	-10.5%
> CCC(=Nc1ccccc1NC(C)=O)c1c(O)n(C)c(=O)n(C)c1=O
 : -1.8%	-19.7%	11.0%	-9.8%	9.5%	9.9%	6.4%	23.8%	-7.0%
> O=C1NC(=O)N(c2ccccc2F)C(=O)/C1=C/c1ccc(Sc2nc3ccccc3[nH]2)o1
 : -1.9%	-6.9%	0.3%	-18.0%	-19.0%	9.7%[1.53 µM]	-13.5%	-1.6%	-6.0%
> O=C(Nc1ccc2nc(-c3cccs3)c(-c3cccs3)nc2c1)NC1CC1
 : ?	-14.9%	?	?	0.7%	114.1%[activator]	-1.8%	?	?
> CC(=NCCN1CCCCC1)c1c(O)[nH]c(=O)[nH]c1=O
 : -6.8%	6.8%	-6.6%	-3.9%	-4.2%	7.6%	-5.0%	-2.9%	-5.9%
> Cc1ncoc1C(=O)NCC1=C(c2ccc(S(C)(=O)=O)cc2)C[C@@H]2CC[C@H]1N2Cc1ccco1
 : 4.2%	0.0%	5.4%	7.3%	?	-24.5%	2.2%	6.4%	·
> CC(C)n1c(=O)c(C=Nc2ccc(S(N)(=O)=O)cc2)c(O)n(Cc2ccco2)c1=O
 : 8.6%	-9.3%	0.0%	-0.5%	17.6%	-6.7%	-16.1%	13.8%	?
> CN1CCN(c2ccc(N)c(N3CCN(C)CC3)c2)CC1
 : -7.0%	10.0%	-5.7%	9.6%	-4.0%	?	-8.8%	0.0%	-5.9%
> O=c1c2ccccc2nc(/C=C/c2ccc3c(c2)OCO3)n1-c1ccccc1
 : -6.1%	15.9%	5.5%	?	-0.2%	-1.4%[1.53 µM]	4.6%	?	?
> CC1=CP(=O)(Oc2ccc([N+](=O)[O-])cc2)CC1 (stereo unspecified)
 : -0.3%	17.7%	3.7%	-4.4%	12.5%	-17.7%	-5.0%	16.4%	·
> Cn1cc(C(O)CN2CCCCC2)c2ccccc21 (stereo unspecified)
 : -0.4%	3.3%	-0.5%	7.2%	-0.4%	12.0%	-2.3%	-3.1%	-3.9%
> CCCC[N+]12CCC(CC1)C(C(O)(c1ccccc1)c1ccccc1)C2 (stereo unspecified)
 : 2.4%	-4.7%[1.82 µM]	3.7%	10.9%	-0.9%	13.8%	15.4%	?	-5.2%
> COc1cc(O)c2c(c1)/C=C/C[C@H](O)[C@H](O)C(=O)CCC[C@H](C)OC2=O
 : 6.7%	10.4%	3.5%	4.5%	?	3.6%	9.7%	-2.5%	·
> C=C(C)[C@@H]1C2C(=O)O[C@H]1[C@H]1OC(=O)[C@@]34OC3C[C@]2(O)[C@@]14C (stereo partly specified)
 : ?	3.8%	15.5%	12.3%	0.0%	1.4%	-2.4%	2.5%	-46.3%[inhibitor]

This is a subset, so the mix of outcomes need not match the whole.
